Screens deposited in PubChem BioAssay by National Center for Advancing Translational Sciences (NCATS).
HepG2 viability – counter-screen for TGF-b inhibitors: cytotoxicity in HepG2 cells; HepG2 CAGA-GFP viability, ATP luminescence, 18 h; Potency, µM (series often up to 46.1 µM), inactives show at the highest dose activity change, negative = cytotoxicity, hits mostly cytotoxic; actives 0.76% (n = 410,000); AID 588856; also: some results filed as inactive show a strong effect at the top dose
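HepG2 CAGA-GFP cells (1000/well, DMEM with 1% FBS) received compound, then TGF-beta at 500 pg/mL final, and were incubated 18 hours at 37 degrees C. Viability was read by CellTiter-Glo luminescence. Media-only wells were set as complete cell-killing and DMSO as no toxicity.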
MCF10A rerep – induces DNA re-replication in MCF 10a normal breast cells. actives 2.9% (n = 350,000). MCF 10A DNA re-replication, Hoechst nuclear intensity, 48 h. Potency, µM (titrated, usually from 46.1 µM), inactives show top-dose activity, positive = re-replication, actives largely listed as activators; also: % of control where 0% means no effect; nearly all actives have a fitted effect of over 50% in size
TGFb SMAD3 inh – inhibitors of TGF-b signaling; AID 588855; HepG2 CAGA-GFP TGF-b/SMAD3 reporter, GFP fluorescence, 18 h; TGF-beta stimulated, 500 pg/mL final; actives 1.2% (n = 410,000); Potency, µM (doses to about 46.1 µM), without a hit: at the highest dose activity, negative = inhibition, actives largely listed as inhibitors; also: % is scaled to controls: 0 for no effect and ±100 for the full control effect; nearly all actives have a fitted effect of over 65% in size
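Read-out: total well GFP (ex488/em500-530) summed from mean per-cell fluorescence. Cells: HEPG2 CAGA-GFP, 1% FBS DMEM, 18 h at 37 degrees C with 500 pg/mL final TGF-beta. Unstimulated wells served as the full-inhibition control; stimulated DMSO wells = 0%.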
A549 viability – counter-screen for Nrf2 inhibitors: cytotoxicity in A549 cells. A549 ARE-Fluc cells, CellTiter-Fluor viability, 18-24 h. Potency, µM (top dose mostly 46 µM), for inactives: at the highest dose activity change, negative = cytotoxicity, usual class: inhibitors. actives 0.16% (n = 390,000). AID 504648; also: % is scaled to controls: 0 for no effect and ±100 for the full control effect
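A549 ARE_Fluc cells in 5% FBS OPTI-MEM were exposed to compounds in concentration-response for 18-24 h at 37 deg C. Viability was read by CellTiter-Fluor fluorescence (Ex 405/Em 525) after 30 min, before the luciferase read.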
S2 tox – viability counter-screen for ATXN expression inhibitors | AID 651635 | Potency, µM (series often up to 56.7 µM), usual class: cytotoxic | actives 0.49% (n = 400,000) | S2 cells (HEK-293 line with an ATXN2-luciferase reporter) viability, CellTiter-Fluor protease fluorescence, 24 h; also: nearly all actives have a fitted effect of over 40% in size
Nrf2 ARE act – activates Nrf2 signaling; AREc32 ARE-luciferase reporter (MCF7-derived line), luminescence, 24 h; Potency, µM (highest dose often 46.1 µM), without a hit: at the top dose activation, hits mostly activators; actives 0.31% (n = 410,000); also: % of control where 0% means no effect; nearly all actives have a fitted effect of over 65% in size
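AREc32 cells carrying an ARE-driven firefly luciferase, 1000 cells/well in OPTI-MEM with 5% FBS, dosed after overnight attachment and incubated 24 hr at 37 deg C. Steady-Glo luminescence read after 30 min at RT.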
Nrf2 inh – Nrf2 pathway inhibition; A549 ARE-Fluc reporter, luciferase luminescence, 18-24 h; Potency, µM (highest dose often 46 µM), without a hit: at the top dose activity change, negative = inhibition, actives largely listed as inhibitors; actives 2.1% (n = 360,000); also: % is scaled to controls: 0 for no effect and ±100 for the full control effect; nearly all actives have a fitted effect of over 60% in size
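A549 ARE_Fluc cells (5000/well, 5% FBS OPTI-MEM) pre-incubated 2 h, then treated with compounds 18-24 h at 37C/5% CO2 in concentration-response. CellTiter-Fluor viability read first; BugLite luciferase luminescence after 15 min at room temperature gives Nrf2 activity.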
ATXN2 expr inh – reduces ATXN2 reporter expression in HEK-293 cells. HEK-293 ATXN2-luciferase reporter, luminescence, 24 h. Potency, µM (series often up to 57 µM), for the others: top-dose activity change, negative = inhibition, hits mostly inhibitors. actives 0.72% (n = 360,000); also: % is scaled to controls: 0 for no effect and ±100 for the full control effect; nearly all actives have a fitted effect of over 55% in size
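ATXN2-luciferase reporter cells (luciferase flanked by upstream and downstream ATXN2 gene portions) were treated 24 h at 37 °C with compounds at up to 57 uM. SteadyGlo luminescence gave expression; GF-AFC fluorescence gave viability.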
EPAC2 antagonist – EPAC2 (human) antagonism | Q8WZA2 | EPAC2 GEF exchange of Rap1B-BODIPY-GDP, fluorescence | Potency, µM (doses to about 114 µM), inactives show at the highest dose activity, negative = inhibition, usual class: inhibitors | actives 0.18% (n = 360,000) | AID 720708; also: % is scaled to controls: 0 for no effect and ±100 for the full control effect; nearly all actives have a fitted effect of over 45% in size; many of its hits are not listed in these tables
Target sequence (Q8WZA2 whole entry, looked up): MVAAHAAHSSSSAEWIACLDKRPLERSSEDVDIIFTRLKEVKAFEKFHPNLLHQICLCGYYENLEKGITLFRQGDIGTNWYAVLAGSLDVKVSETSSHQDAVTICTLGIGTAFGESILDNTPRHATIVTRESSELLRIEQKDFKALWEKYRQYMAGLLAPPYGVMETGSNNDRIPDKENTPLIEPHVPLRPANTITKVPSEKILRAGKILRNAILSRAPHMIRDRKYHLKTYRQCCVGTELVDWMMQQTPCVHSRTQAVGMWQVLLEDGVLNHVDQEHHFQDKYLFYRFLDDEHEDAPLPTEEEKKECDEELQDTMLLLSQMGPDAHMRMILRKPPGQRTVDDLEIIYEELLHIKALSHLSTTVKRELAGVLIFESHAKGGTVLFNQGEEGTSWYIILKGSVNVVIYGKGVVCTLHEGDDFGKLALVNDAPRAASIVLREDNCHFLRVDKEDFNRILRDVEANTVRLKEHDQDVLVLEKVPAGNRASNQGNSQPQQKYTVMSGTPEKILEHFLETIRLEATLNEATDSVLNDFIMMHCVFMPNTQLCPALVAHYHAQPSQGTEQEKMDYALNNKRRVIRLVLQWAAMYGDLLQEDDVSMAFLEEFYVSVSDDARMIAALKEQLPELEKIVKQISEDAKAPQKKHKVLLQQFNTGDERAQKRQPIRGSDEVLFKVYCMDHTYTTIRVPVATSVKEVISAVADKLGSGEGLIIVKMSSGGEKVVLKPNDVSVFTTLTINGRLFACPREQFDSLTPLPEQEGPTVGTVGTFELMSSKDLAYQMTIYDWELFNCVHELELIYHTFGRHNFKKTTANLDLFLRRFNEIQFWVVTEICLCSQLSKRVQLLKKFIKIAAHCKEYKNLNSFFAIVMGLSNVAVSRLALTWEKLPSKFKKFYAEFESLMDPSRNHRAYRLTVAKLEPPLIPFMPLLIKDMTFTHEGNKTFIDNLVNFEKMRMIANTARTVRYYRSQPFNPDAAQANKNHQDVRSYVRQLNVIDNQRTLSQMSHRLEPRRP
Numbers without * were called inactive; i = inactive; u = inconclusive; x = not tested or not shown; & = joins results of further samples; [ ] = dose if it differs, or a comment. Calls follow the shape of the dose curve; as a rule, active = well fitted curve in the direction sought with a large enough effect; inconclusive = small, poorly fitted or top-dose-only effect, or another doubt; inactive = no such curve, though single readings can be large; an effect the other way counts as inactive or inconclusive. Potency is read from the fitted curve at half-maximal effect. The list is partial, so the mix of outcomes need not match the whole.

Field names: A = HepG2 viability; B = MCF10A rerep; C = TGFb SMAD3 inh; D = A549 viability; E = S2 tox; F = Nrf2 ARE act; G = Nrf2 inh; H = ATXN2 expr inh; I = EPAC2 antagonist
> Cc1ccc(S(=O)(=O)Nc2cnc3ccccc3c2)cc1
  A: -4%; B: 1%; C: u; D: -12%; E: i; F: 3.0%; G: u; H: x; I: 3%
> COc1cccc(NC(=S)NC(=O)/C=C/c2ccc(F)cc2)c1
  A: -4%; B: -3%; C: -12%; D: 16%; E: i; F: 2.3%; G: -15%; H: 1%; I: 2%
> COc1ccc(-n2ccnc2SCC(=O)NCc2ccco2)c(OC)c1
  A: -1%; B: -1%; C: -9%; D: 1%; E: i; F: 0.4%; G: 1%; H: -15%; I: 0%
> Cc1ccc(SC2CC(=O)N(c3ccc4c(c3)OCCO4)C2=O)cc1 (configuration not stated)
  A: -22%; B: -5%; C: -12%; D: 7%; E: i; F: 0.3%[9.22 µM]; G: -3%; H: -17%; I: -1%
> COc1ccc(CN(CC(=O)NC2CCCCC2)C(=O)CCCC(=O)Nc2ccccn2)cc1
  A: 4%; B: 1%; C: 1%; D: 5%; E: i; F: -0.6%; G: 1%; H: x; I: 3%
> COc1ccc2c(c1)C(=O)CCC2c1ccccc1 (configuration not stated)
  A: 4%; B: 11%; C: 10%; D: 4%; E: i; F: 0.1%; G: 8%; H: 4%; I: u
> O=C(O)c1ccccc1C(=O)N1CC=C(c2ccccc2)CC1
  A: 3%; B: -8%; C: -23%; D: -10%; E: i; F: 4.7%; G: -18%; H: -10%; I: 22%
> O=C(CCSc1ccc(Cl)cc1)NC1CCCCC1
  A: -2%; B: 4%; C: 6%; D: 0%; E: i; F: -0.3%; G: 3%; H: 2%; I: 12%
> CC(=O)N1CCN(c2ccc([N+](=O)[O-])c(-n3nc(C)cc3C)c2)CC1
  A: 0%; B: 6%; C: 23%; D: u; E: i; F: 0.0%; G: -1%; H: 20%; I: 16%
> C[C@H]1COC(=O)[C@@H](Cc2ccc(F)cc2)C/C=C\C[C@@H](CC(=O)NCCO)C(=O)N1
  A: -1%; B: -7%; C: 14%; D: -4%; E: i; F: -0.8%; G: 0%; H: 4%; I: -3%
> Cc1ccc(S(=O)(=O)CC(=O)N2CCN(c3ccc([N+](=O)[O-])cc3)CC2)cc1
  A: -6%; B: 23%; C: -28%; D: -16%; E: i; F: -0.2%; G: u; H: -30%; I: -7%
> Cc1nc(-c2cccc(NS(C)(=O)=O)c2)cs1
  A: -2%; B: 2%; C: -8%; D: -1%; E: i; F: -0.9%; G: 10%; H: 12%; I: 3%
> Cc1ccc(NC(=O)CSc2nnc(CNC(=O)c3ccco3)n2C)cc1C
  A: -21%; B: 2%; C: -4%; D: -5%; E: u; F: -0.1%; G: 6%; H: 1%; I: 9%
> Cc1cccc(-c2nc3c(c(SCC(=O)N(C)C)n2)CCCC3)c1
  A: -8%; B: -2%; C: u; D: -8%; E: i; F: -0.8%; G: -20%; H: -23%; I: -3%
> COc1cccc(CN(C)CC(=O)Nc2ccccc2C(C)C)c1
  A: -13%; B: 17%; C: -15%; D: 2%; E: i; F: -0.4%; G: -15%; H: -28%; I: -19%
> CN(C)CCN(Cc1ccco1)C(=O)c1cc2c(s1)-c1ccccc1OC2
  A: 13µM*; B: x; C: u; D: -9%; E: x; F: 7.3%; G: 8%; H: x; I: x
> COc1ccccc1N1CCN(C2CCCN(C(=O)CCn3cncn3)C2)CC1 (configuration not stated)
  A: -37%; B: 10%; C: -5%; D: -3%; E: i; F: -0.5%; G: 3%; H: -10%; I: 1%
> C[C@@H]1CN([C@@H](C)CO)C(=O)Cc2cc(NC(=O)Nc3ccc4c(c3)OCO4)ccc2O[C@@H]1CN(C)C(=O)NC1CCCCC1
  A: -32%; B: u; C: -15%; D: 3%; E: u; F: 5.9%; G: 1%; H: -12%; I: 8%
> CC1=C(C(=O)Nc2ccccc2)C(c2ccco2)NC(=S)N1 (configuration not stated)
  A: 0%; B: -180%[0.0737 µM]; C: -2%; D: 17%; E: i; F: -0.5%; G: 7%; H: 15%; I: -4%
> Cc1ccc(C2(C)NC(=O)N(CC(=O)Nc3ccc4c(c3)OCO4)C2=O)cc1 (configuration not stated)
  A: -13%; B: -1%; C: -10%; D: -9%; E: i; F: -0.5%; G: -10%; H: -7%; I: -4%
> CCC(=O)NNc1ccc(Br)cc1
  A: 0%; B: u; C: -8%; D: 1%; E: i; F: 0.3%; G: 12%; H: -19%; I: 8%
> O=C(C1CCC(=O)N(C2CC2)C1)N(CCO)Cc1ccccc1 (configuration not stated)
  A: 2%; B: -1%; C: u; D: 0%; E: i; F: -0.4%; G: 11%; H: 2%; I: -6%
> O=C(O)CCc1nc2ccccc2n(CCc2ccccc2)c1=O
  A: 1%; B: 2%; C: 3%; D: -4%; E: u; F: 0.4%; G: -30%; H: 1%; I: 4%
> CCCc1c(C)nn(C(=O)/C(C#N)=N/Nc2ccccc2[N+](=O)[O-])c1C
  A: -1%; B: 0%; C: 0%; D: -17%; E: i; F: 2.2%; G: -9%; H: -8%; I: -13%
> CC(=O)Nc1ccc(S(=O)(=O)Nc2nnc(C(C)C)s2)cc1
  A: -20%; B: 0%; C: -20%; D: -3%; E: i; F: -0.1%; G: u; H: -3%; I: 2%

Taken from above.
A549 viability, COc1cccc(CN(C)CC(=O)Nc2ccccc2C(C)C)c1 = 2%
Nrf2 inh, O=C(O)c1ccccc1C(=O)N1CC=C(c2ccccc2)CC1 = -18%

Remaining list, next part
Field names: A = HepG2 viability; B = MCF10A rerep; C = TGFb SMAD3 inh; D = A549 viability; E = S2 tox; F = Nrf2 ARE act; G = Nrf2 inh; H = ATXN2 expr inh; I = EPAC2 antagonist
> CCOC(=O)[C@H]1[C@H]2COc3ccc(Br)cc3[C@@H]2N2C(=O)c3cc(Br)ccc3NC(=O)[C@@]12C
  A: -20%; B: -3%; C: -12%; D: 4%; E: i; F: 4.6%; G: -21%; H: -10%; I: -16%
> CC(=O)C1=C(O)C(=O)N(Cc2ccccc2)C1c1ccc(N(C)C)cc1 (configuration not stated)
  A: 1%; B: -4%; C: 10%; D: -6%; E: i; F: -1.0%; G: -20%; H: x; I: -1%
> N#Cc1cc2[nH]c(=O)c(=O)[nH]c2cc1[N+](=O)[O-]
  A: -57%; B: x; C: 3%; D: -15%; E: x; F: x; G: 21%; H: x; I: x
> CCOc1ccc(NC(=O)c2nccnc2CO)cc1
  A: -17%; B: -3%; C: -21%; D: -3%; E: i; F: 0.0%; G: 10%; H: 16%; I: -1%
> N#Cc1ccccc1S(=O)(=O)N1CCN(C(=O)c2cccc(S(=O)(=O)N3CCCC3)c2)CC1
  A: -5%; B: -5%; C: -8%; D: -3%; E: i; F: -0.6%; G: -10%; H: -2%; I: 12%
> Cc1ccc(-n2c(SCC(=O)OC(C)C)nnc2-c2ccncc2)cc1
  A: 7%; B: 23%; C: 0%; D: 2%; E: i; F: 0.8%; G: u; H: 5%; I: 4%
> Cc1ccc(OCCSc2nc3ccccc3n2CC(=O)O)cc1
  A: 8%; B: -4%; C: -10%; D: 1%; E: i; F: 0.2%; G: -4%; H: 18%; I: 1%
> CC(=O)c1ccc(NC(=S)N2CCCC(CO)C2)cc1 (configuration not stated)
  A: -6%; B: 8%; C: 12%; D: 6%; E: i; F: 0.2%; G: -5%; H: 12%; I: -2%
> COc1cccc(NC(=O)CN(C)C(=O)C(CCSC)NC(=O)c2ccco2)c1 (configuration not stated)
  A: -5%; B: -1%; C: -14%; D: 0%; E: i; F: 0.1%; G: 1%; H: -14%; I: -1%
> Cc1ccc(C)c(Cn2c3ccccc3c3cnn(CC(=O)NCCCN4CCCCC4)c(=O)c32)c1
  A: -100%; B: u; C: u; D: -13%; E: u; F: -4.0%; G: -4%; H: x; I: 12%
> O=C(NC1CCCCC1)c1ccc2c(c1)N(Cc1ccccc1)C(=O)c1ccccc1S2
  A: 4%; B: x; C: 27%; D: 6%; E: x; F: -0.9%; G: x; H: x; I: x
> Cc1cccc(-c2nnc(NC(=O)c3ccc(N4C(=O)CCC4=O)cc3)s2)c1
  A: -4%; B: -8%; C: -3%; D: -5%; E: i; F: -0.5%; G: -35%; H: -6%; I: 6%
> O=C(N/N=C/c1coc2ccccc2c1=O)c1cccc([N+](=O)[O-])c1
  A: 3%; B: 17%; C: 18%; D: -1%; E: i; F: 2.2%; G: 1%; H: -7%; I: 4%
> CCC(C)(C(=O)NC1CCCCC1)N(C(=O)c1ccccn1)c1ccccc1 (configuration not stated)
  A: 19%; B: 3%; C: -7%; D: -14%; E: u; F: 0.5%; G: -8%; H: 6%; I: 6%
> Cc1ccc2c(c1)c1c(c(=O)n(-c3ccccc3)c(=O)n1CC(=O)NCC1CCCO1)n2C (configuration not stated)
  A: 8%&-7%; B: 0%; C: 1%&-4%; D: -7%&-5%; E: u; F: -0.9%&-0.6%; G: u; H: -6%&11%; I: 5%
> COc1ccc(NS(=O)(=O)c2cccc(C(=O)N3CCCCCC3)c2)cc1
  A: -14%; B: 1%; C: -11%; D: -3%; E: i; F: -0.3%; G: -22%; H: -2%; I: 0%
> CCOC(=O)C1=C(C)OC(N)=C(C#N)C1c1ccsc1 (configuration not stated)
  A: 5%; B: 14%; C: -5%; D: -3%; E: i; F: 2.5%; G: 8%; H: 2%; I: 14%
> CCC(C)(C)n1nnnc1C(c1ccc(C)cc1)N1CCN(Cc2cccnc2)CC1 (configuration not stated)
  A: 2%; B: 1%; C: 6%; D: -3%; E: i; F: -0.5%; G: x; H: -10%; I: -5%
> Cc1c(C(=O)N(C)CCC#N)oc2ccc(S(=O)(=O)N3CC(C)CC(C)C3)cc12 (configuration not stated)
  A: -4%; B: 9%; C: u; D: -9%; E: i; F: -1.2%; G: u; H: -18%; I: -20%

Three compounds from above, ordered by their value in TGFb SMAD3 inh, high to low:
| molecule | TGFb SMAD3 inh |
| --- | --- |
| O=C(NC1CCCCC1)c1ccc2c(c1)N(Cc1ccccc1)C(=O)c1ccccc1S2 | 27% |
| CC(=O)c1ccc(NC(=S)N2CCCC(CO)C2)cc1 (configuration not stated) | 12% |
| Cc1ccc(-n2c(SCC(=O)OC(C)C)nnc2-c2ccncc2)cc1 | 0% |
